PLK1 kinase inh = blocks human PLK1 kinase activity; P53350; recombinant PLK1 kinase, TR-FRET peptide phosphorylation; inhibition, % at 10 µM; 0.53% of 97,000 active; AID 619;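 active means inhibition of 50% or more in the single-concentration screen; inactive means inhibition below 50%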;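 further: 0% = DMSO max control and 100% = H-89 dihydrochloride min control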
Target sequence (P53350 whole entry, looked up): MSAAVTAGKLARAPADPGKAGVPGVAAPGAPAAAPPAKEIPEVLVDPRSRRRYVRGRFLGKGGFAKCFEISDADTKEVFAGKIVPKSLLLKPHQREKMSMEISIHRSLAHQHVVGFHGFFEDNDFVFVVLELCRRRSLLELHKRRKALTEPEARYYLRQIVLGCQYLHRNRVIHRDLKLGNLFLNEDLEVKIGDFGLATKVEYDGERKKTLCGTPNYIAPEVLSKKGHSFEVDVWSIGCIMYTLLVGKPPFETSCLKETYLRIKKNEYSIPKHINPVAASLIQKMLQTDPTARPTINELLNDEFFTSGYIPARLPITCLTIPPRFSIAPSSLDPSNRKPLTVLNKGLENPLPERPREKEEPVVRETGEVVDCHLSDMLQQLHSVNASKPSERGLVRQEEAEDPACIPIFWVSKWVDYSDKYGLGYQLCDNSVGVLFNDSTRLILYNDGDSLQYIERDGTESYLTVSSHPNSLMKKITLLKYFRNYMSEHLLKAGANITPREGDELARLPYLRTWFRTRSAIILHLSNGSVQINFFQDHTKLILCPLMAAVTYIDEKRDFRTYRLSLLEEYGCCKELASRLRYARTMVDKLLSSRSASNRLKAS
Ecoli WT expand = growth inhibitors of E. coli BW25113 wild type. growth inhibition, % at 100 µM. 0.15% of 98,000 active. AID 710. OD600 absorbance;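 active means growth inhibition above about 50% at one test dose, limit read from the data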;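 further: growth measured after 20 h incubation at 37 °C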
cytoskel mod = cytoskeleton assembly modification; AID 836; 0.18% of 91,000 active; inhibition, % at 2 µM; HUVEC TNFa F-actin phalloidin imaging, high content;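 active means inhibition above the batch mean plus 3 SD and confirmed as a hit by visual image inspection, cut at about 30% in these data, passing the limit was not always enough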; further: strong numbers were not always called active
hDAT+cocaine = modulates human dopamine transporter uptake under cocaine. LLC-PK1 hDAT cells, [14C]-dopamine uptake with cocaine IC80; actives deviate in either direction. B-score at 10 µM. 1.3% of 110,000 active. AID 449768;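 active means Z score or B-score, a plate-position-corrected score, falls beyond the plate's 99.7% confidence bounds, in either direction; inactive means both scores lie inside the 99.7% bounds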;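 further: scored against the spread of the other compound wells on the same plate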
HUVEC tox TNFa = HUVEC cytotoxicity counter-screen, TNF alpha stimulated | 0.17% of 93,000 active | HUVEC TNFalpha-stimulated, Hoechst cell count, imaging | cell count reduction, % at 2 µM;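 active means cell count reduction exceeding the screen mean by over 5 SD, scaled to untreated wells per plate, cut at about 78% in these data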;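 further: cells counted after 24 h of TNF alpha exposure following the 1 h pretreatment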
HUVEC tox IL1B = HUVEC cytotoxicity counter-screen, IL-1B stimulated; 0.41% of 94,000 active; HUVEC cell count loss, Hoechst imaging; cell count reduction, % at 2 µM;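 active means cell count reduction more than 3 SD above the screen-wide mean, cut at about 70% in these data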;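 further: normalized per plate to untreated control cells as the no-loss baseline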
sEH inh = soluble epoxide hydrolase (human) inhibition; P34913; recombinant human sEH enzymatic activity assay; inhibition, % at 2 µM; 0.34% of 91,000 active; AID 707; in the data active means inhibition above about 80%; further: values of inactives mirror those of a sister screen read the other way; many of its hits are not listed in these tables
Plk1 PBD FP = Plk1 (human) PBD binding inhibition. P53350. Plk1 PBD phosphopeptide binding, fluorescence polarization. 0.13% of 97,000 active. inhibition, %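 (tested at about 20 µM)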; in the data active means inhibition above about 34%, passing the limit was not always enough
VCAM1 TNFa inh = reduces TNF alpha induced VCAM1 expression in HUVEC. 0.48% of 95,000 active. AID 802. HUVEC TNFa-induced VCAM-1 immunofluorescence, high-content imaging. inhibition, % at 2 µM;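 active means inhibition above the batch mean plus 3 SD, with images confirmed as a hit by eye, cut at about 37% in these data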;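 further: 0% = TNF-stimulated DMSO wells and 100% = unstimulated control wells; not every result past the cut was called active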
Numbers without * were called inactive; . = no result given.

SMILES	HUVEC tox IL1B	HUVEC tox TNFa	hDAT+cocaine	Ecoli WT expand	cytoskel mod	sEH inh	VCAM1 TNFa inh	PLK1 kinase inh	Plk1 PBD FP
CCOC(=O)N1CCN(Cc2cc(=O)oc3ccc(Cl)cc23)CC1	-101.6	-10.1	-0.135	-6.0	-6.2	8.2	-11.5	-7.1	-22.0
Cc1ccc(-c2n[nH]c(=S)n2/N=C/C=C\c2ccccc2[N+](=O)[O-])cc1	7.8	12.5	0.389	-2.0	8.5	19.4	14.6	-15.8	-12.4
CCOC(=O)c1nn(-c2ccccc2)c(C#N)c1NC(=O)c1nn(CC)cc1Br	-11.1	-3.4	0.0555	-10.0	-4.6	-12.5	11.7	-11.6	-15.6
CCOC(=O)NC1CCS(=O)(=O)C1 (stereo unspecified)	-7.6	-40.2	-0.0261	8.0	5.8	4.0	10.7	-20.2	17.0
CCCCCCn1cnc2c(c1=O)c1nc3ccccc3nc1n2Cc1cccs1	-36.4	2.0	-0.167	-7.0	-16.8	6.7	16.3	-18.6	-19.9
O=[N+]([O-])c1cccc(/C=C/c2nc3ccc([N+](=O)[O-])cc3[nH]2)c1	8.1	-19.5	1.11	-5.0	23.6	17.0	5.7	-7.8	14.3
Cc1nn(-c2cc(N3CCCCC3)ccc2[N+](=O)[O-])c(=O)c2ccccc12	-21.8	-13.9	1.19	.	1.7	1.0	-33.9	-8.9	22.0
COc1ccc(Cl)cc1C(=O)Nc1ccc(N(C)C(C)=O)cc1	-3.3	-10.6	-0.409	1.0	-9.5	10.3	-9.5	-5.1	-24.9
COc1ccc(NC2CC(=O)N(c3cccc(C)c3)C2=O)cc1 (stereo unspecified)	-126.7	-3.0	0.238	4.0	1.2	15.0	14.8	-2.7	-2.3
CCn1c(SCC(=O)NCc2ccco2)nnc1-c1cccs1	-38.0	21.0	-0.042	0.0	-42.0	3.4	24.9	-9.2	-8.8
O=C(NC1CCCC1)C1CC(c2ccc(F)cc2)=NO1 (stereo unspecified)	-29.8	-25.9	-0.11	10.0	46.0	19.9	-1.2	10.2	7.3
CCOC(=O)C1CCCN(c2ncnc3c2cnn3-c2ccc(OC)cc2)C1 (stereo unspecified)	-26.9	-38.9	0.632	-5.0	-19.1	-1.3	-19.1	-6.7	-9.9
Cc1ccc(S(=O)(=O)NCCCN2CCOCC2)cc1C	-23.7	-17.8	-0.275	4.0	-6.5	4.8	4.0	-7.9	-15.4
O=C(OCC(=O)N1CCN(C(=O)c2ccco2)CC1)c1sc2cc(F)ccc2c1Cl	-44.1	-15.5	0.174	1.0	-2.2	12.7	-16.4	-3.7	-27.0
O=C(CSc1nnc2ccccn12)N1CCOCC1	11.9	-23.4	0.275	7.0	4.5	-5.9	2.5	-9.4	-12.0
Cc1ccc(-n2nc(C)c3cc(C(=O)O)sc32)cc1	-138.3	0.0	0.123	-20.0	5.8	8.6	0.6	15.8	-28.8
CN(C)CCCOc1nc2c(c(=O)n(C)c(=O)n2C)n1C	9.3	-20.7	-1.03	.	-23.2	0.5	2.9	-16.0	-6.2
CCOc1c2ccc(C(=O)NCc3ccc(C(F)(F)F)cc3C(F)(F)F)cc2nn1C	34.6	14.1	0.791	9.0	-21.3	14.9	-2.6	-20.3	-4.3
O=S(=O)(NCC1CCCO1)c1ccc(S(=O)(=O)N(Cc2ccccc2F)C2CCCCC2)cc1 (stereo unspecified)	-5.8	-11.4	0.462	.	-8.0	25.1	20.4	-6.9	-11.4
Cc1cc(C)c(S(=O)(=O)c2ccccc2C)c(Cl)n1	-21.6	-13.6	0.0307	1.0	4.9	-0.1	19.5	13.8	-13.0
O=C(Nc1ccc(Cl)cc1-c1nc2ccccc2s1)c1ccco1	12.8	18.7	-0.504	5.0	-5.7	3.1	5.5	-37.3	-0.8
CN(C)c1ccc(NC(=O)CSc2nc(N)c(C(=O)Nc3ccc(N(C)C)cc3)s2)cc1	11.5	-13.6	-0.42	-10.0	6.6	3.5	18.6	0.9	-9.9
COc1ccc(/C=C/C(=O)Oc2ccc(/C=N/NC(=O)COc3c(C)cccc3C)cc2)cc1	7.8	7.5	-0.751	-11.0	-22.4	-7.1	9.3	-6.6	-12.9
Cc1[nH]c2ccccc2c1C(=O)CSc1nncn1C	15.5	-5.1	-0.00754	.	-7.1	-15.8	4.6	-16.6	-24.9
c1csc(-c2nc3ccccc3[nH]2)c1	-2.2	-5.4	-0.0181	20.0	0.7	8.3	1.5	-11.6	8.4

The list continues:
SMILES	HUVEC tox IL1B	HUVEC tox TNFa	hDAT+cocaine	Ecoli WT expand	cytoskel mod	sEH inh	VCAM1 TNFa inh	PLK1 kinase inh	Plk1 PBD FP
CCC(=O)Nc1nnc(SCC(=O)c2ccc3c(c2)Cc2ccccc2-3)s1	-25.0	3.3	-0.107	-13.0	4.2	12.2	-1.5	-39.9	17.9
COc1ccc(C(=O)CSc2nnc(CCc3ccccc3)n2-c2ccccc2)cc1	-5.5	-15.9	0.125	-22.0	-18.0	-12.4	-2.0	-12.4	2.1
Cc1ccc(-c2cc(-c3ccccc3)nc(Cl)n2)cc1	-11.9	-8.8	-0.0215	0.0	1.8	6.4	18.9	-8.4	-15.6
CCOc1ccc(NC(=O)C(=O)NCC2CCCN2CC)cc1 (stereo unspecified)	-33.1	10.5	-0.0243	9.0	11.9	2.1	16.8	-6.9	44.7
Cc1ccccc1-n1c(SC(C)C(=O)N2CCN(C)CC2)nc2ccccc2c1=O (stereo unspecified)	-55.7	-8.5	.	-2.0	-3.1	3.6	6.3	-9.2	10.3
COc1cccc(NC2=NCC(=O)N2Cc2cccs2)c1	-17.2	-2.5	-0.319	0.0	1.2	4.2	-13.5	-5.7	-9.2
CCOC(=O)c1c(C)[nH]c(C(=O)CN2CC(C)OC(C)C2)c1C (stereo unspecified)	-5.5	-9.3	1.33	6.0	4.6	-20.4	-5.3	4.2	3.1
Cc1cc(C)n(-c2ccc(C(=O)OCC(=O)c3ccc(Br)s3)cc2)n1	9.2	-10.8	-0.123	-19.0	21.4	-10.9	-15.7	-6.0	2.7
CONC(=O)C1CCN(C(=O)OCc2ccccc2)CC1	-26.0	-7.1	1.19	2.0	-19.0	27.3	3.1	-7.7	0.9
O=C(NCCOC(=O)c1ccncc1)c1ccccc1	-39.7	-2.9	0.0134	7.0	-26.1	9.7	-25.9	-2.8	-31.4
COc1cccc(NS(=O)(=O)c2nc3nc(C)cc(C)n3n2)c1	-11.1	-31.6	-0.972	1.0	1.1	-1.1	18.8	-13.3	9.8
CCn1c(SCc2ccc([N+](=O)[O-])cc2)nnc1C(C)NC(=O)c1ccccc1Br (stereo unspecified)	-1.5	-3.8	1.02	4.0	5.9	7.5	18.1	-9.5	-9.3
COc1ccc(CNC(=O)CSc2nc3nc(C)cc(C)n3n2)cc1	-3.8	-27.7	-0.185	-3.0	12.9	-18.5	-8.5	-2.1	-4.1
COc1ccc(OC)c(NS(=O)(=O)c2ccc(SC)cc2)c1	-18.0	-11.3	0.471	-8.0	7.6	-3.7	15.2	-5.9	6.3
Cc1cc(C)n2nc(SCC3COc4ccccc4O3)nc2n1 (stereo unspecified)	-11.4	8.0	-0.0951	9.0	25.3	0.3	4.7	-6.7	-29.1
Cn1cccc1-c1nc2ccc(NC(=O)c3ccccc3)cc2[nH]1	-41.3	-35.1	1.6	-2.0	2.8	4.8	20.1	-11.9	-13.8
O=C(Nc1nccs1)C1CCCN(S(=O)(=O)c2cccc3cccnc23)C1 (stereo unspecified)	-9.5	-10.7	-0.0829	0.0	-8.4	-6.4	6.8	-18.3	-29.9
CC(C)Sc1nnc([C@H](C)NC(=O)OC(C)(C)C)o1	-20.4	-1.6	-0.459	1.0	17.4	-8.7	-0.1	-17.2	-10.8
C/C(=C\C(=O)c1ccccc1)NCc1ccc(F)cc1	-17.7	-1.5	-0.947	9.0	1.4	5.5	-4.0	-0.7	-6.0
COC(=O)C1=C(C)OC(N)=C(C#N)C1c1cc(OC)ccc1OC (stereo unspecified)	11.1	-19.8	-0.0661	5.0	9.1	-3.9	6.4	-11.4	-1.3
COC(=O)CC1(c2ccccc2)C(=O)c2ccccc2C1=O	-1.7	-9.6	0.101	-1.0	-5.9	-11.9	2.9	-4.9	-23.6
COc1ccc(C)cc1NC(=O)C1CCCN1S(=O)(=O)c1ccc2c(c1)CCC(=O)N2 (stereo unspecified)	7.9	-15.6	1.36	9.0	-1.0	-18.4	24.4	-7.2	-7.3
N/C(COc1ccc(C(=O)O)cc1)=N\O	-14.5	-9.8	0.43	-6.0	-16.8	10.0	-10.7	-8.1	-8.6
O=C(CCN1C(=O)COc2ccccc21)NCCN1CCc2ccccc2C1	16.7	-18.5	0.745	6.0	-2.7	-3.8	31.4	-7.2	-19.5
COc1ccc2nc(Nc3nc(C)c(CCC(C)C)c(=O)[nH]3)nc(C)c2c1	48.7	-7.6	0.619	-4.0	-12.7	2.0	0.6	0.3	4.7

Sorted by molecular weight (lowest first): part of the list above.
SMILES	HUVEC tox IL1B	HUVEC tox TNFa	hDAT+cocaine	Ecoli WT expand	cytoskel mod	sEH inh	VCAM1 TNFa inh	PLK1 kinase inh	Plk1 PBD FP
COc1cccc(NC2=NCC(=O)N2Cc2cccs2)c1	-17.2	-2.5	-0.319	0.0	1.2	4.2	-13.5	-5.7	-9.2
COc1cccc(NS(=O)(=O)c2nc3nc(C)cc(C)n3n2)c1	-11.1	-31.6	-0.972	1.0	1.1	-1.1	18.8	-13.3	9.8
O=C(Nc1nccs1)C1CCCN(S(=O)(=O)c2cccc3cccnc23)C1 (stereo unspecified)	-9.5	-10.7	-0.0829	0.0	-8.4	-6.4	6.8	-18.3	-29.9
CCn1c(SCc2ccc([N+](=O)[O-])cc2)nnc1C(C)NC(=O)c1ccccc1Br (stereo unspecified)	-1.5	-3.8	1.02	4.0	5.9	7.5	18.1	-9.5	-9.3

(more compounds)
SMILES	HUVEC tox IL1B	HUVEC tox TNFa	hDAT+cocaine	Ecoli WT expand	cytoskel mod	sEH inh	VCAM1 TNFa inh	PLK1 kinase inh	Plk1 PBD FP
N#CC1=C(N)OC2=C(CCC/C2=C/c2ccoc2)C1c1ccoc1 (stereo unspecified)	-4.0	-2.9	-0.211	6.0	12.0	1.9	-20.5	-4.9	-27.5
N#Cc1cc(-c2cccc(Cl)c2)c[nH]c1=O	-11.8	-26.2	-0.75	1.0	38.2	23.6	12.9	-11.4	-24.0
Clc1ccc(CSc2nnc(NC3=NCCCCC3)s2)cc1	-3.0	-35.7	-0.275	8.0	25.1	-4.5	13.2	1.5	-21.1
CCOC(=O)c1cccc(NC(=O)CSc2nnnn2C)c1	.	-1.8	1.18	-12.0	-3.9	6.3	3.9	-5.8	-10.1
CCN1CCN(c2nc3ccccc3nc2C(C#N)S(=O)(=O)c2ccc(C)cc2)CC1 (stereo unspecified)	-13.5	-9.4	.	-10.0	-6.2	1.7	-1.9	-5.5	3.0

High-throughput results from PubChem BioAssay.
